IL-2 act: IL-2 activation | actives 0.065% (n = 360,000) | IL-2 activation reporter assay, cell-based qHTS; stimulated with anti-CD3/CD4/CD28 beads; in transgenic mouse T cells | activation, % (series mostly up to about 46 µM) | AID 652025; in the data active means activation above about 50%; inconclusive means mostly about 30% to 49%; further: 0% is about no effect
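Readout is EGFP and DsRed signal by fluorescent plate cytometry after 18 h at 37 degrees C. Transgenic mouse T cells (750/well) received compound for 60 min before bead stimulation (anti-CD3, anti-CD4, anti-CD28); memory T cells served as non-tolerant control.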
EPAC1 antag: blocks human EPAC1 exchange factor; actives 0.14% (n = 360,000); Potency, µM (doses to about 115 µM), for the others: top-dose activity change, negative = inhibition, usual class: inhibitors; EPAC1 GEF assay, Rap1b-BODIPY-GDP exchange fluorescence;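 further: potency means the concentration at half of the fitted maximal effect; plate controls were vehicle for no effect and positive control for full effect; nearly all actives have a fitted effect of over 50% in size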
Target sequence (O95398 whole entry, looked up): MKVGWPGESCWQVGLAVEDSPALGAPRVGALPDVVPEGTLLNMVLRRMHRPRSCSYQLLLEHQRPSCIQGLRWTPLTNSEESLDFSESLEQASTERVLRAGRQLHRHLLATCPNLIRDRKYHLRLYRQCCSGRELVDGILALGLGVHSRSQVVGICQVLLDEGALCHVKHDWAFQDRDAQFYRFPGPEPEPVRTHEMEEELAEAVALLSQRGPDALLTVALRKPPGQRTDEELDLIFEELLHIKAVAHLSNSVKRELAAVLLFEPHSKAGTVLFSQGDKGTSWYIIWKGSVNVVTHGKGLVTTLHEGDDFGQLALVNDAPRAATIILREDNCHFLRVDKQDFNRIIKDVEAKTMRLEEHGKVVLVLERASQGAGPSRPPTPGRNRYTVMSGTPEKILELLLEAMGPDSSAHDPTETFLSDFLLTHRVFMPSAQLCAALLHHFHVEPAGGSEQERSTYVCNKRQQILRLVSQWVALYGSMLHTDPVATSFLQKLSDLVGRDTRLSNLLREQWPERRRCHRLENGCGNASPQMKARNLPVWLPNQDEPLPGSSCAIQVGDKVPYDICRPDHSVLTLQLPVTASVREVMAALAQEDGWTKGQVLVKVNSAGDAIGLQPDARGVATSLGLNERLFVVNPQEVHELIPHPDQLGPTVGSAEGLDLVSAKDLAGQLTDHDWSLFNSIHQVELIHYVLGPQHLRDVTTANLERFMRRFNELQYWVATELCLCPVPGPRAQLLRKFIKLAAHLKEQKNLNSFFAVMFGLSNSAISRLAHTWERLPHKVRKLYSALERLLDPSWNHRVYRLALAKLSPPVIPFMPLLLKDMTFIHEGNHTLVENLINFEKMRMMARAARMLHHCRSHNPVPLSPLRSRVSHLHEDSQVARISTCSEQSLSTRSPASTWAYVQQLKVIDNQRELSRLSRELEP
WRN inhibitor: inhibitors of human WRN helicase | Q14191 | WRN helicase unwinding, fluorescent forked duplex, kinetic | Potency, µM (top dose mostly 114 µM), without a hit: top-dose activity change, negative = inhibition, usual class: inhibitors | actives 0.46% (n = 360,000); further: potency means the concentration at half of the fitted maximal effect; on the % scale 0 is the no-effect control and ±100 the full control effect; nearly all actives have a fitted effect of over 55% in size
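Enzyme (20 nM final) and test compound sit together 15 min at room temperature before substrate addition. Substrate is a single-forked duplex oligonucleotide (100 nM) labelled with fluorophore and quencher, with 2 mM ATP; helicase unwinding raises red fluorescence, read kinetically.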
EPAC1 agonist: agonists of human EPAC1; O95398; EPAC1 agonist qHTS, biochemical assay; response scale: 100% = response to 6.5 mM cAMP; Potency, µM (doses to about 154 µM), without a hit: at the top dose activation, actives largely listed as activators; actives 0.073% (n = 360,000); AID 720707; further: potency means the concentration at half of the fitted maximal effect; nearly all actives have a fitted effect of over 60% in size
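Normalized to 6.5 mM cAMP, activity reflects EPAC1-catalysed release of BODIPY-GDP from Rap1B, followed kinetically over 30 min at 480 nm excitation, 540 nm emission. Reaction contained 100 nM EPAC1, 250 nM Rap1B-BODIPY-GDP, 50 uM GDP.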
PI5P4K alpha inh: blocks human PI5P4K alpha kinase activity | PI5P4Kalpha enzyme, ADP-Glo luminescence, 60 min; hits give low values | max response, % | actives 1.2% (n = 330,000) | AID 652105; active means max response of -50% or lower; inconclusive means between -30% and -50%; inactive means -30% or higher; further: value at the top dose of about 77 µM; on the % scale 0 is the no-effect control and ±100 the full control effect
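Quantitative HTS of the MLSMR library against PI5P4Kalpha with substrate. ATP added last at 5 microM final; room temperature, 60 minutes. Remaining ATP depleted, ADP converted and read as luminescence.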
FUS suppressor: FUS proteinopathy suppression in yeast. S. cerevisiae FUS-expressing, growth rescue, OD600, 24 h. Potency, µM (highest dose often 76.6 µM), without a hit: at the highest dose growth rescue (activation), usual class: activators. actives 0.24% (n = 390,000). AID 1347120;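 further: potency means the concentration at half of the fitted maximal effect; plate controls were DMSO vehicle for no effect and reference control for full effect; nearly all actives have a fitted effect of over 55% in size; some results filed as inactive show a strong effect at the top dose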
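Toxicity suppression screen in FUS-yeast. Cells induced with 2% galactose, starting OD 0.005, treated 24hr at 30C with compounds at multiple final concentrations; growth by OD600.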
Abeta yeast res: A-beta toxicity reversal in yeast; yeast expressing A-beta42, growth rescue, OD600, 48 h; response scale: 0% DMSO, 100% iron-clioquinol control; Potency, µM (top dose mostly 46.1 µM), for inactives: top-dose growth rescue, most hits filed as activators; actives 0.063% (n = 410,000); further: potency means the concentration at half of the fitted maximal effect; nearly all actives have a fitted effect of over 55% in size
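Yeast A-beta toxicity model in growth medium with pinned compounds, 48 h at 30 C; growth read as absorbance at 600 nm. Normalized to FeCl3/clioquinol equimolar mix (positive) and DMSO (negative).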
PLK1 PBD block: inhibitors of human PLK1 polo-box domain binding; P53350; Plk1 PBD binding of FITC phosphopeptide, fluorescence polarization; Potency, µM, without a hit: max response, negative = inhibition, usual class: inhibitors; actives 2.8% (n = 360,000); AID 720504; further: potency means the concentration at half of the fitted maximal effect; series mostly up to about 57 µM; on the % scale 0 is the no-effect control and ±100 the full control effect; nearly all actives have a fitted effect of over 65% in size
An asterisk follows results filed as active; ? = inconclusive; · = not tested or not shown; & = joins results of further samples; [ ] = dose if it differs, or a comment. Unless noted, the call rests on the fitted dose curve; in most records, active means well fitted curve in the direction sought with a large enough effect; inconclusive means small, poorly fitted or top-dose-only effect, or another doubt; inactive means no such curve, though single readings can be large; an effect the other way counts as inactive or inconclusive.

SMILES | IL-2 act | EPAC1 antag | WRN inhibitor | EPAC1 agonist | PI5P4K alpha inh | FUS suppressor | Abeta yeast res | PLK1 PBD block
Cc1cccc(N2CCN(C(=O)C(NS(=O)(=O)c3cccs3)c3ccccc3)CC2)c1C (stereo not given) | -1.7 | 5% | -22% | 28% | · | 34% | 8% | 17%&-6%
Cc1cc(OCCCn2ccnc2)cc(C(C)C)c1 | -3.0 | 26% | -5% | -22% | -2 | 18% | -16% | -7%
CCOc1cc(/C=C2\SC(=S)N(NC(=O)c3cccnc3)C2=O)ccc1O | -1.1 | 2% | 56µM* | 15% | -7 | 43% | -10% | 36%[activator]
COc1ccc(C(=O)NCC(=O)O)cc1 | 0.0 | 6% | -8% | 4% | 0 | -11% | 5% | 2%
CCC(=O)Nc1ccc2c(c1)Cc1cc(NC(=O)CC)ccc1-2 | -2.5 | -8% | 0% | 7% | -2 | -27% | 4% | -1%
CCOC(=O)CC1CCCCN1Cc1cn(C)nc1-c1ccc2c(c1)OCCO2 (stereo not given) | -3.0 | 5% | 9% | -1% | -3 | -10% | 9% | -23%
COc1ccc(OC)c(NC(=O)CN(Cc2ccc(Cl)cc2)S(C)(=O)=O)c1 | 1.0 | ? | -31% | -8% | -15 | 33% | -2% | ?
COc1ccc(CCNC(=O)c2ccc(Br)o2)cc1Br | -1.0 | -18% | -4% | -6% | -7 | 4% | -16% | -3%
COC(=O)c1sc(SC)c(S(=O)(=O)C(C)C)c1N/N=C(\C#N)S(=O)(=O)c1ccccn1 | -0.7 | 13% | 1% | -5% | -5 | 12% | -25% | 2%
N#Cc1ccc(CSc2nnc(Cc3cccs3)n2Cc2ccco2)cc1 | 0.1 | -15% | -34% | 10% | ? | 29% | 1% | -25%
NC(=O)CCc1c[nH]c2ccccc12 | 0.0 | 1% | -1% | 0% | 10 | 1% | 14% | -6%
Cc1cc(C)n(CC(=O)NNC(=O)c2cncc(Br)c2)n1 | -0.3 | 5% | -1% | -1% | 1 | 13% | -4% | 3%
Cc1c(NC(=O)C(C)OC(=O)CC2Sc3ccccc3NC2=O)c(=O)n(-c2ccccc2)n1C (stereo not given) | -0.4 | -2% | 3% | 10% | 0 | -2% | -2% | -14%
CCC(C)N1CC(C(=O)O)CC1=O (stereo not given) | 0.2 | -3% | 3% | 8% | · | 3% | -10% | -7%
CC(C)(C)NC(=O)/C(=C\c1ccco1)NC(=O)c1cccs1 | 0.3 | 25% | -18%[57.1 µM] | 6% | -8 | -1% | 9% | -4%
CNc1c([N+](=O)[O-])cnn1-c1ccccc1Cl | -1.1 | -8% | 0% | 10% | 1 | -3% | 26% | -2%
COc1cc(SC)ccc1C(=O)NCc1ccccc1 | 2.7 | -16% | -13% | 0% | -2 | · | -5% | 0%
Cc1cc(C)c(C#N)c(=N)o1 | -0.2 | -13% | -18% | 10% | ? | · | -11% | 4.7µM*
C/C(=N\NC(N)=O)c1ccccc1 | 3.9 | -4% | -8% | 3% | -5 | -5% | -13% | -3%
COc1cccc(C(c2c(O)nc(SC)n(C)c2=O)c2c(O)nc(SC)n(C)c2=O)c1 | -1.7 | 2% | -18% | 1% | -13 | 20% | 14% | -27%
Cn1c(-c2ccc(F)cc2)cnc1SCC(=O)Nc1ccccc1N1CCOCC1 | -3.1 | 6% | -3% | -6% | -2 | 9% | 6% | -7%
COCCn1c(SCC(=O)Nc2ccccc2F)nnc1-c1ccoc1C | -4.7 | -16% | 0% | 12% | -2 | 1% | 12% | 0%
COc1cc(C23CCCN(CCC(C(C)(C)C)C2)C32OCCO2)cc(OC)c1OC (stereo not given) | 1.2 | -27% | 2% | -21% | 9 | -14% | -3% | 2%
O=c1cc(CSc2ccc([N+](=O)[O-])cc2)nc2sccn12 | 0.0 | -15% | 0% | 17% | -1 | 5% | -71%[inhibitor] | -11%
O=C(c1cc(COc2ccc(F)cc2Cl)on1)N1CCc2ccccc2C1 | -3.0 | -10% | -7% | -1% | 10 | -20% | 15% | -5%

Next section, starting with the last 4 of the part before.
SMILES | IL-2 act | EPAC1 antag | WRN inhibitor | EPAC1 agonist | PI5P4K alpha inh | FUS suppressor | Abeta yeast res | PLK1 PBD block
COCCn1c(SCC(=O)Nc2ccccc2F)nnc1-c1ccoc1C | -4.7 | -16% | 0% | 12% | -2 | 1% | 12% | 0%
COc1cc(C23CCCN(CCC(C(C)(C)C)C2)C32OCCO2)cc(OC)c1OC (stereo not given) | 1.2 | -27% | 2% | -21% | 9 | -14% | -3% | 2%
O=c1cc(CSc2ccc([N+](=O)[O-])cc2)nc2sccn12 | 0.0 | -15% | 0% | 17% | -1 | 5% | -71%[inhibitor] | -11%
O=C(c1cc(COc2ccc(F)cc2Cl)on1)N1CCc2ccccc2C1 | -3.0 | -10% | -7% | -1% | 10 | -20% | 15% | -5%
COc1ccc(-c2nnc(SCC(=O)NCCc3ccc(S(N)(=O)=O)cc3)o2)cc1OC | -0.7 | 7% | -2% | 3% | -3 | -10% | -9% | 2%
N#CCCn1cc(C(=O)O)c(-c2cc3ccccc3o2)n1 | -2.8 | -1% | 0% | 3% | 0 | · | 4% | 4%
CC1CCC2C(=O)N(c3ccc(S(=O)(=O)c4ccccc4)cc3)C(=O)C2C1 (stereo not given) | -3.4 | -18% | -1% | -4% | 11 | · | 5% | 5%
COCCCN1C(=O)c2ccc(C(=O)OCC(=O)NCc3cccc(OC)c3)cc2C1=O | 0.2 | 9% | 1% | -1% | 1 | · | 4% | 3%
COc1ccc(/C=C/C(=O)OCC(=O)Nc2cc(C(N)=O)cc(C(N)=O)c2)cc1 | 0.4 | -13% | -10% | 0% | 1 | -22% | -3% | -9%
C/C(N)=C(/C#N)C(=O)CSc1nnnn1-c1ccc(C)cc1 | 1.7 | -6% | -9% | 5% | · | 22% | 4% | -6%
COc1ccccc1NC(=O)NC1CCCCCCC1 | -0.6 | -15% | 1% | 8% | 5 | 13% | 3% | 0%
Cc1cc(=O)[nH]c(SCCc2ccccc2)n1 | -0.9 | -22% | 3%[57.1 µM] | 4% | -6 | 9% | -6% | -6%
Cc1ccc(C(=O)Nc2ccc(Oc3cccc(C(F)(F)F)c3)nc2)cc1 | -0.6 | -18% | -11% | 5% | -4 | 6% | 15% | -5%
Cc1c(NC(=O)C2CCCN2S(=O)(=O)c2cccc3nsnc23)cccc1C(=O)O (stereo not given) | -2.4 | -17% | -7% | 1% | 1 | -1% | 3% | -2%
Cc1ccc(C)c(-c2csc(N)c2C(=O)OC(C)C)c1 | -1.6 | -27% | -8% | 27% | 27 | 4% | -74%[inhibitor] | -21%
CC(C)C[C@@H]1COc2cc(N3CC[C@H](O)C3)ccc2S(=O)(=O)N1 | -0.7 | -6% | -5% | 13% | 6 | -11% | -8% | -12%
Cc1ccc(N(C(=O)CNC(=O)c2ccco2)C(C(=O)NC2CCCCC2)c2cccnc2)cc1 (stereo not given) | -4.9 | 5% | 5% | 7% | 2 | 8% | 2% | -9%
Cc1cc(C(C)c2ccccc2)c(O)c(CN2CCOCC2)c1C (stereo not given) | -2.7 | -4% | -4% | -4% | 13 | -18% | 19% | -1%
COc1ccc(C(=O)N2CCCC(CCC(=O)N3CCN(c4ccccn4)CC3)C2)cc1 (stereo not given) | 1.3 | -22% | -16% | 13% | 3 | 3% | -8% | -6%
Cc1ccc(-n2ncc3c2CC(C)(C)CC3NC(=O)c2c(C)noc2C)cc1 (stereo not given) | -4.9 | 10% | -29% | -4% | 5 | 20% | -8% | -7%
Cc1ccccc1-c1nc(CN(C)C(C)c2ccon2)c(C)o1 (stereo not given) | -0.4 | -12% | 1% | -4% | -3 | 2% | 1% | -16%
CC(C)Cc1nc(N2CCC(C(N)=O)CC2)c2nnn(Cc3ccccc3)c2n1 | -2.6 | -3% | 4% | 0% | · | -5% | 2% | -8%
CC(C)(C)NC1=CC(=O)OC12CCCCC2 | -0.6 | -8% | 5% | 9% | -1 | -2% | 16% | -3%
O=C(Cc1c(C(=O)O)[nH]c2ccccc12)NCCN1CCN(c2cccc(Cl)c2)CC1 | -0.1 | -5% | -8% | -9% | 4 | -6% | 3% | -4%
Cc1ccccc1NC(=O)c1ccccc1NC(=O)CCC(=O)O | 0.5 | 9% | -16% | 1% | 15 | · | -9% | 5%
O=c1cc(CN2CCN(S(=O)(=O)/C=C/c3ccccc3)CC2)c2ccc(O)cc2o1 | -0.3 | -7% | -31%[57.1 µM] | 6% | -55* | · | 30% | -3%
Cc1nc2ccccc2nc1OCc1ccccc1 | -0.1 | -5% | -15% | 2% | 37 | · | 3% | -1%
Cc1noc(C)c1C(=O)OCC(=O)Nc1cccc(F)c1 | -1.7 | -2% | 5% | -9% | 3 | 5% | -9% | 6%
Nc1c(C(=O)Nc2ccc3c(c2)OCCO3)nnn1Cc1ccccc1Cl | -0.9 | -17% | -13% | 11% | 0 | 6% | -71%[inhibitor] | -2%
Remaining list, next part.
SMILES | IL-2 act | EPAC1 antag | WRN inhibitor | EPAC1 agonist | PI5P4K alpha inh | FUS suppressor | Abeta yeast res | PLK1 PBD block
COc1ccc(/C=C/C(=O)NC(=S)Nc2ccc(S(=O)(=O)N=C(N)N)cc2)cc1OC | -3.8 | -17% | 11% | 1% | -17 | 35% | -22% | -8%
CS(=O)(=O)Cc1ccc(C(=O)NC2CCN(Cc3ccccc3)C2)cc1 (stereo not given) | 0.2 | -11% | 4% | 1% | 1 | 14% | -2% | 1%
CC(C)(C)c1nc(SCC(=O)Nc2nc3c(s2)CCCC3)c2ccccc2n1 | -4.1 | -8% | 209%[activator][57.1 µM] | 13% | · | -17% | 9% | -1%
N#Cc1ccc(NC(=O)COC(=O)C2Cc3ccccc3CN2C(=O)c2ccccc2)cc1 (stereo not given) | 0.3 | -4% | -5% | -20% | -4 | 21% | -6% | 0%
COc1ccc(-c2cc(C(F)(F)F)nc(SCC(N)=O)n2)cc1 | 1.9 | 9% | -2% | -8% | · | 1% | 5% | -8%
CC(NCC(O)COCCC12CC3CC(CC(C3)C1)C2)c1ccccc1 (stereo not given) | -3.4 | -5% | -5% | -3% | 2 | 33% | 6% | 30µM*
O=C(O)C1C2CCC(O2)C1C(=O)Nc1ccc(Cl)cc1F (stereo not given) | -2.7 | -21% | 6%[57.1 µM] | -1% | -5 | 1% | -11% | 8%
O=C(OCc1ccccc1)c1c(-c2ccccc2)oc2c1C(OCCO)CCC2 (stereo not given) | 0.2 | ? | -1% | -8% | 17 | 32% | -13% | -6%
COc1c(Cl)c(=O)oc2ccc(Cl)cc12 | -2.1 | 9% | 9% | -9% | -20 | -11% | 13% | -4%
